MLLE-PAM2 inh – inhibitors of PABP1 MLLE–PAM2 peptide binding, primary screen, biochemical, fluorescence polarization, FITC-PAM2, GST-MLLE. Polyadenylate-binding protein 1 (Homo sapiens), P11940. inhibition, % at 20 µM. 360,000 tested, 0.36% active. AID 588489, 2011; in the data active means inhibition above about 35%, passing the limit was not always enough;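 further: plate controls were DMSO wells with GST-MLLE for no effect and wells lacking GST-MLLE protein for full effect; some results filed as inactive read as strong as hits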
Target sequence (P11940 whole entry, looked up): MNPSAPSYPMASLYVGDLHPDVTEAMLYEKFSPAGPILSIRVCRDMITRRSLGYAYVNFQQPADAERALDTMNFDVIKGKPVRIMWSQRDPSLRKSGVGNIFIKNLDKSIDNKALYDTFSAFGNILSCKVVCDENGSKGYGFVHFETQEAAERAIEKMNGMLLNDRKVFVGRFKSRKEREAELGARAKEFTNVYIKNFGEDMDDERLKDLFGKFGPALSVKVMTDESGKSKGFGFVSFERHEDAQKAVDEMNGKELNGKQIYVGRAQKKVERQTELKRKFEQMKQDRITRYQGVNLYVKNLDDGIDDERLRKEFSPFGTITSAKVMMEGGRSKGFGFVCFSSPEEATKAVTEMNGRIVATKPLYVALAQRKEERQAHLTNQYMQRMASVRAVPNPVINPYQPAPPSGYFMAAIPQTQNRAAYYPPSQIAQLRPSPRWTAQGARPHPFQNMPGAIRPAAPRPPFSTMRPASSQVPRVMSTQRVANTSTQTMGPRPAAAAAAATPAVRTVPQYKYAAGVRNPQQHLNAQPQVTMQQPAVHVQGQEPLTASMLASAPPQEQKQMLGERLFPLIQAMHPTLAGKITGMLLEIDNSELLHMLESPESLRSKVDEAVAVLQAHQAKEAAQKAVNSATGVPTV
MT1-MMP act inh – blockers of MT1-MMP proenzyme processing, primary screen, HT1080 RFP-PRO-GFP cells, GFP/RFP fluorescence; Matrix metalloproteinase-14 (Homo sapiens), P50281; GFP/RFP ratio fluorescence, overnight; percent of plate control window, DMSO zero; GFP/RFP ratio change, % at 20 µM; 360,000 tested, 0.061% active;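 active means GFP/RFP ratio change of at least 30% with cell ATP level not reduced by more than half and red fluorescence within 50% of control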; further: strong numbers were not always called active
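Assay system – RFP-PRO-GFP reporter HT1080 cells · Compound dosing – single dose of 20 µM compound, 1% DMSO final · Incubation – overnight compound exposure at 37 °C · Measure – GFP/RFP fluorescence ratio · Benchmarks – DMSO wells and RFP-L50D-GFP cells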
CendR NRP1 mod – modulators of CendR peptide binding to NRP-1, primary screen, biochemical, fluorescence polarization, uHTS; 360,000 tested, 0.85% active; FAM-RPARPAR peptide binding to NRP-1; Neuropilin-1 (Homo sapiens), O14786; inhibition, % at 25 µM;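 active means inhibition or corrected inhibition above about 18%, plus a signal ratio from 0.5 to 1.5, limit read from the data, passing the limit was not always enough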; further: strong numbers were not always called active
FAS TE block – FAS thioesterase domain inhibitors, primary screen, biochemical, fluorescence intensity, uHTS. Fatty acid synthase (Homo sapiens), P49327. recombinant FAS-TE, OMFH fluorogenic substrate, fluorescence endpoint. inhibition, % at 15 µM. 360,000 tested, 0.67% active;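 active means compounds whose normalised, plate-corrected inhibition of enzyme fluorescence in the single-dose primary screen is 50% or more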;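 further: 0% = DMSO with enzyme and 100% = substrate without enzyme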
SKN-1 inh – suppressors of acrylamide-induced Pgst-4::GFP reporter in worms, primary screen, SKN-1 inhibitor project, whole organism, uHTS, GFP/RFP fluorescence ratio, strain VP596 | C. elegans VP596 Pgst-4::GFP/RFP ratio, 24 h | inhibition, % at 21.8 µM | 360,000 tested, 0.49% active | AID 624304, 2012;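 active means interference check ratio from 0.5 to 1.5 plus GFP to RFP signal ratio inhibition reaching or exceeding a fixed threshold, cut at about 30% in these data, passing the limit was not always enough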; further: some compounds called inactive have numbers as strong as hits
MsrA act – bovine MsrA enzyme activators, primary screen, biochemical, absorbance, HTS; activation, % at 10.6 µM; 360,000 tested, 0.3% active; purified bovine MsrA, absorbance read-out; in the data active means activation above about 7.5%;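 further: 0% = vehicle and 100% = reference activator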
eLon inh – inhibitors of E. coli Lon protease, primary screen, biochemical, fluorescence polarization | P0A9M0 | purified E. coli Lon protease | inhibition, % at 7.94 µM | 360,000 tested, 0.42% active | AID 602123, 2011; in the data active means inhibition above about 13%, passing the limit was not always enough;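 further: 0% = enzyme with probe and DMSO and 100% = no enzyme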
TbMetRS inhib – T. brucei MetRS inhibitors, primary screen, biochemical, luminescence | 360,000 tested, 0.4% active | purified T. brucei MetRS, ATP depletion, Kinase-Glo luminescence | AID 624268, 2012 | methionyl-tRNA synthetase (Trypanosoma brucei brucei) | inhibition, % at 11.9 µM;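 active means inhibition above a per-plate cutoff of the control wells' mean inhibition plus 3 SD, cut at about 5.5% in these data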;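 further: 0% = DMSO wells median and 100% = median of wells with control inhibitor compound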
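Measured by: Kinase-Glo luciferase luminescence reporting remaining unconsumed ATP. Material: purified T. brucei MetRS enzyme. Doses: 11.9 µM compound single dose, 0.9% DMSO. Medium: HEPES buffer containing pyrophosphatase, BSA, spermine, DTT. Times: 15 min preincubation, 2 h reaction, all 25 °C. Reagent: methionine, ATP and bulk E. coli tRNA.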
MsrA inh – bovine MsrA enzyme inhibitors, primary screen, biochemical, absorbance, HTS; AID 651718, 2012; 360,000 tested, 0.75% active; purified bovine MsrA, absorbance read-out; inhibition, % at 15.5 µM; in the data active means inhibition above about 4.5%;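 further: 0% = vehicle wells with enzyme and 100% = reference inhibitor wells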
Active calls of the source: *; x = not tested or not shown.

SMILES	MLLE-PAM2 inh	MT1-MMP act inh	CendR NRP1 mod	FAS TE block	SKN-1 inh	MsrA act	eLon inh	TbMetRS inhib	MsrA inh
Cc1c(C(=O)NCc2cccc([N+](=O)[O-])c2)sc(=O)n1Cc1ccc(F)cc1	14	9	-2	28	-8	-1	2	-0.1	0.0
CC(=O)OC[C@@H]1CN(Cc2ccccc2)C[C@H](n2cnc3c(NCc4ccco4)ncnc32)O1	2	1	1	1	-13	0	4	-0.2	-0.2
COc1ccc2c(C)cc(C)nc2n1	-2	-1	-3	-3	10	1	-7	-0.3	1.0
CCCN1C/C(=C/c2ccc3c(c2)OCO3)C(=O)/C(=C/c2ccc3c(c2)OCO3)C1	-21	-2	-8	-2	1	-8	-5	-1.2	-0.9
Cc1ccc(N(CC(=O)O)C2SC(=O)NC2=O)cc1 (stereo not given)	27	-1	5	-16	-9	-16	-11	-1.1	-0.7
O=C(CN1C(=O)c2ccccc2S1(=O)=O)N1CCc2ccccc2C1	19	-2	-12	2	-15	-5	-12	0.0	0.1
O=C(CSc1ncnc2ccccc12)N1CCCC1	20	-6	19	-4	10	-7	-2	-1.3	0.2
N#C/C(=C/c1ccc(C(=O)O)cc1)C(=O)NCc1ccccc1	17	-2	-2	-4	3	-6	7	-0.3	-0.4
CC(=O)Nc1cccc(Nc2ccc(C#N)cc2)c1	0	7	4	-11	4	2	-9	0.4	2.2
CNS(=O)(=O)c1cnccc1N1CCN(c2cccc(C)c2)CC1	-10	5	-5	-3	-14	-9	6	3.3	0.5
COc1cc(OC)cc(C(=O)NC(=S)NNC(=O)Cc2cccs2)c1	19	4	-5	-10	11	4	-6	0.4	2.2
CC(=O)c1[nH]c(C)c(C(=O)N2CCCC(Nc3cccc(F)c3)C2)c1C (stereo not given)	-5	-1	5	-7	2	-1	-5	0.0	0.0
O=C(COC(=O)c1ccccc1[N+](=O)[O-])Nc1cc(S(=O)(=O)N2CCOCC2)ccc1N1CCCC1	0	1	4	1	-2	-5	-2	0.1	2.7
Nc1ccc(C(=O)Nc2cccc(NC(=O)c3ccc(N)cc3)c2)cc1	-1	1	-10	-7	4	-3	-10	-1.3	1.0
Cc1ccc(C)c(NC(=O)CSc2nc3nc(-c4cccs4)cc(C(F)(F)F)c3c(=O)[nH]2)c1	-11	3	-18	22	1	-2	-11	1.0	0.1
Nc1nc(NCc2ccccc2)nc(NCCO)c1[N+](=O)[O-]	-5	3	0	-1	-7	-7	1	-0.3	4.2
Cc1ccccc1C(=O)N1CCC(C(=O)N(C)CCOc2ccccc2)CC1	3	-1	11	-2	9	2	1	-0.2	-0.1
COc1ccc(C2Nc3ccccc3C(=O)N2Cc2ccco2)cc1COc1ccc(F)cc1 (stereo not given)	-4	-13	-6	24	43*	6	-16	-0.6	1.8
Cn1c(CNS(=O)(=O)c2ccc(Br)cc2)n[nH]c1=S	-8	1	1	-2	2	3	6	-0.8	-1.2
COc1ccc(CN2CC(=O)N(c3ccccc3OC)C2=S)cc1OC	16	-3	9	2	29	-1	-5	-0.7	-0.1
CCN(CC(F)(F)C(F)F)S(=O)(=O)c1ccc(NC(=O)OC)cc1	11	0	7	1	14	1	5	-0.5	-0.2
COC(=O)C1=C(C)N(c2ccc(C)c(C)c2)/C(=C/c2ccco2)C1=O	-23	-3	-103	-2	5	-2	-4	-0.7	x
COc1ccc(NC(=O)C=C(C)C)cc1Cl	-13	2	-26	-4	16	-2	-4	-0.6	-0.1
CC(CCc1ccccc1)NCc1ccncc1 (stereo not given)	4	1	-8	-6	4	-9	2	-1.0	0.1
COc1ccccc1NS(=O)(=O)c1cc(N=N/C(C(=O)Nc2ccc(Cl)cc2)=C(/C)O)ccc1C	-20	2	-15	25	12	-3	-6	-0.1	-0.4

Brought forward from above: four entries, followed by the next part.
SMILES	MLLE-PAM2 inh	MT1-MMP act inh	CendR NRP1 mod	FAS TE block	SKN-1 inh	MsrA act	eLon inh	TbMetRS inhib	MsrA inh
COC(=O)C1=C(C)N(c2ccc(C)c(C)c2)/C(=C/c2ccco2)C1=O	-23	-3	-103	-2	5	-2	-4	-0.7	x
COc1ccc(NC(=O)C=C(C)C)cc1Cl	-13	2	-26	-4	16	-2	-4	-0.6	-0.1
CC(CCc1ccccc1)NCc1ccncc1 (stereo not given)	4	1	-8	-6	4	-9	2	-1.0	0.1
COc1ccccc1NS(=O)(=O)c1cc(N=N/C(C(=O)Nc2ccc(Cl)cc2)=C(/C)O)ccc1C	-20	2	-15	25	12	-3	-6	-0.1	-0.4
COC(=O)C(/C=N/OCc1ccc([N+](=O)[O-])cc1)NC(=O)c1ccccc1 (stereo not given)	4	3	2	10	6	1	-6	0.0	-0.2
CCOC(=O)C1=C(C)Nc2sc(C(=O)c3ccc(F)cc3)c(N)c2C1c1ccc(C(=O)OC)cc1 (stereo not given)	9	-19	-30	19	20	-2	-10	0.1	0.3
S=C(NCCSCc1ccc(Cl)cc1)Nc1ccccc1	-27	4	-1	21	5	-5	5	30*	0.1
Cc1ccc2nc(NCCc3ccccc3)c3nncn3c2c1	-15	2	-4	-4	-1	-4	-20	-1.2	0.1
OC[C@@H]1CN(Cc2ccco2)C[C@H](n2cnc3c(NC4CCCC4)ncnc32)O1	0	3	-11	-7	14	-5	-13	-0.2	0.1
CCC(C)NC(=S)N1CCN(C(c2ccccc2)c2ccccc2)CC1 (stereo not given)	-134	-28	-4	15	-3	0	-7	-0.2	0.5
O=C(NC(Cc1c[nH]c2ccccc12)C(=O)Nc1ccc(F)c([N+](=O)[O-])c1)c1cccs1 (stereo not given)	-5	-7	-2	63*	9	-3	10	1.6	1.3
Cc1ccc(C(=O)NN2CC(O)=C(c3nc(-c4cccc([N+](=O)[O-])c4)cs3)C2=N)cc1	8	-2	-3	1	14	-5	-8	-0.3	0.1
COc1cc2sc3ccc(-c4ccc5[nH]ccc5c4)cc3c(=O)c2cc1OC	-22	15	-4	12	-6	-1	-1	-0.4	0.5
CCCCn1c2nc3ccccc3nc2c2c(=O)n(CCC)cnc21	0	2	-13	2	-2	-2	-12	-1.1	0.4
CCN(CC)C1=CC(=[N+]2CCCC2)CC(C)(C)C1	-148	-15	1	-2	4	-7	14	0.0	5.7*
COc1ccccc1NC(=O)C(=O)N/N=C(\C)CC(=O)Nc1ccccc1C(F)(F)F	11	2	4	1	16	-2	-4	-0.3	-0.6
Cc1ccc2c(c1)C1(C(=O)N2)N2CCCC2C(C(=O)c2ccc3ccccc3c2)C12C(=O)Nc1ccccc12 (stereo not given)	9	2	-6	4	11	-1	-16	0.2	-0.2
CCOC(=O)[C@]12CCCC=C1N(Cc1cccc3ccccc13)C(=O)[C@H](CC(=O)NCc1ccc(OC)c(OC)c1)C2	x	16	5	8	8	-2	6	-1.0	0.4
C/C(=N\NC(=O)C(NC(=O)c1ccccc1)C(C)C)c1ccccc1 (stereo not given)	0	-2	-2	-3	-4	-2	-2	-1.2	-0.4
COc1ccc(N(CC(=O)Nc2ccccc2OC)S(=O)(=O)c2ccc(NC(C)=O)cc2)cc1	14	-7	5	14	14	0	3	-0.5	-0.3
COCC(C)n1c(C)cc(C(=O)CSc2nnc(Nc3ccccc3F)s2)c1C (stereo not given)	-42	4	2	4	-10	-1	-4	-0.7	1.2
Cc1c(NC(=O)CN2CCN(C(c3ccccc3)c3ccccc3)CC2)c(=O)n(-c2ccccc2)n1C	10	0	-5	0	-19	1	2	-0.3	2.1
Cc1ncoc1C(=O)NC1CC(C)(C)Cc2c1cnn2-c1ccc(F)cc1 (stereo not given)	-5	-2	5	-1	8	-2	-4	-0.1	-0.6
Cn1cccc1CC(=O)N/N=C/c1ccc(C(C)(C)C)cc1	-5	5	12	9	5	-1	-13	-0.6	0.6
CCCCCOc1ccc(C(O)C(CN2CCOCC2)c2ccccc2)cc1 (stereo not given)	6	-6	11	14	4	1	-1	-0.1	-1.7
CCCCN(Cc1cc2cc(OC)ccc2[nH]c1=O)S(=O)(=O)c1ccc(C)cc1	5	-34	-6	16	2	2	-4	0.6	-0.4
Cc1nccn1Cc1cccc2ccccc12	1	0	-2	-14	1	-3	-9	0.0	-1.1
COc1ccccc1CNC(=O)C(C)n1nc(C)n2c(cc3occc32)c1=O (stereo not given)	9	2	5	-6	12	-2	-6	0.3	0.4
[O-][N+]1=c2ccc(Nc3ccccc3)cc2=NC12CCCCC2	16	-13	0	-6	-1	0	-2	-0.8	11*
The listing continues:
SMILES	MLLE-PAM2 inh	MT1-MMP act inh	CendR NRP1 mod	FAS TE block	SKN-1 inh	MsrA act	eLon inh	TbMetRS inhib	MsrA inh
CCC(c1nnc(SCC(=O)NCCc2ccc(OC)c(OC)c2)n1Cc1ccccc1)N(C)C (stereo not given)	-16	-2	7	-7	0	-6	8	-0.1	-0.9
CC1=C(C(=O)N2CCOCC2)CC(CC(=O)NCCc2ccccn2)C(=O)N1Cc1ccccc1 (stereo not given)	-1	4	26*	-10	13	-2	-2	-0.6	-0.1
CCCc1cc(=O)n2[nH]c(SCc3ccc(Cl)cc3)nc2n1	8	-2	-1	-3	0	-1	-3	-0.4	0.1
O=C1C2CCCN2C(c2ccc(F)cc2)N1c1ccc(Cl)cc1 (stereo not given)	-1	3	-7	1	-2	-3	-5	2.2	-0.5
CC(C)NC(=O)c1ccc(-c2cc(C(F)(F)F)ccc2Cl)o1	8	16	-2	-5	-4	-1	-1	-0.5	1.8
Cc1ccc(NC(=O)CCS(=O)(=O)c2ccc(Br)cc2)nc1	1	-2	-7	-5	3	-5	-7	-0.2	-1.2
Cc1noc(C)c1COc1cccc(C(=O)Nc2ccc(Br)cc2F)c1	-4	0	4	22	-2	-10	-16	0.1	-0.6
CCCOc1nc2c(c(=O)n(C)c(=O)n2C)n1Cc1cccc2ccccc12	-10	-6	-2	36	2	-3	-12	-0.8	-0.9
COc1ccc(NS(=O)(=O)c2cccc(NC(=O)C3=NN(c4ccccc4)C(=O)CC3)c2)cc1	0	5	13	18	-13	-1	-14	0.4	0.3
COc1cc(Cl)c(C)cc1NC(=O)c1cc(S(=O)(=O)N(C)C)ccc1N1CCCC1	-14	2	1	32	6	-9	-14	-1.3	0.4
CCOc1cc(C2C(C#N)=C(N)Oc3n[nH]c(CC)c32)ccc1OCCN1CCOCC1 (stereo not given)	-5	-7	10	-5	-15	-1	-3	-0.1	-0.2
C[C@@H]1CN([C@H](C)CO)C(=O)CCCn2nncc2CO[C@@H]1CN(C)S(=O)(=O)c1ccc(C#N)cc1	4	2	-2	-8	6	-3	-2	-0.6	-1.2
Cc1cc(NC(=O)CSc2nc(C3CCCCC3)nc3ccccc23)no1	20	-23	7	10	-9	4	-6	-1.0	-1.0
Cc1ccc(S(=O)(=O)N(C)CC(=O)N2CCCC2)cc1	1	-2	6	-10	17	-4	-2	-0.6	-1.0
